Diaph act CS = diaphorase activation or chemical reduction counter-screen | Diaphorase/resazurin coupled assay, resorufin fluorescence, 16 min; active compounds read high; 1 = vehicle wells, 0 = NADH-free wells | activation factor at 20 µM | 0.005% of 190,000 active | AID 1229;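 active = diaphorase activity raised at least twofold by the compound at 20 µM; inactive = activation factor below 2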
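Assay system: Purified diaphorase enzyme from Clostridium kluyveri | Amount: Enzyme 0.07 U/mL final | Dosing: Compound 20 µM once, DMSO 1% | Timing: 16 min reaction at room temperature | Detection: Fluorescence, excitation 544 nm and emission 590 nm | Evaluation: Higher resorufin formation from activation or reduction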
TNAP inh no acc = blocks human TNAP activity with no phosphate acceptor present; inhibition, % at 20 µM; P05186; 0.26% of 200,000 active; purified TNAP, CDP-star luminescence, 30 min;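 active = tissue-nonspecific alkaline phosphatase inhibition above about 50% at 20 µM in the single-dose screen, limit read from the data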;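 also: 0% = DMSO negative control and 100% = EDTA positive control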
Target sequence (P05186 whole entry, looked up): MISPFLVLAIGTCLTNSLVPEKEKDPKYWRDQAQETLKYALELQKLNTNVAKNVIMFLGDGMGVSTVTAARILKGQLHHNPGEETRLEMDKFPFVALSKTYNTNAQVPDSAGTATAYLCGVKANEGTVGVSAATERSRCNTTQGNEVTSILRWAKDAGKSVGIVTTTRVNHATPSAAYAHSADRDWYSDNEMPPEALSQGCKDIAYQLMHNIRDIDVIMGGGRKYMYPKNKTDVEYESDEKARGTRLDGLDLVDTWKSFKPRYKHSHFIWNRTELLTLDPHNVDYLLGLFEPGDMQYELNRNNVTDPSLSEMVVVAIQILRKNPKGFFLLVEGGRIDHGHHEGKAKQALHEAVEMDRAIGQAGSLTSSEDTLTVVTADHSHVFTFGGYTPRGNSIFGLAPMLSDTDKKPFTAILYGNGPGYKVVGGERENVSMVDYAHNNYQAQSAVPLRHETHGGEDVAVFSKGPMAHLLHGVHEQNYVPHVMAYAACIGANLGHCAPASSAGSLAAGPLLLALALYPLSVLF
Diaphorase inh = inhibits diaphorase or chemically oxidizes, flagging diaphorase assay artifacts | diaphorase resazurin-to-resorufin fluorescence, NADH, 16 min; bacterial (C. kluyveri) enzyme, not human | inhibition, % at 20 µM | 0.69% of 190,000 active;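 active = primary screen inhibition at 20 µM above a set limit, cut at about 50% in these data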;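 also: plate controls were DMSO with full reaction for no effect and wells lacking NADH for full effect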
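System: Diaphorase enzyme from Clostridium kluyveri | Amount: Enzyme working solution with 0.14 U/mL diaphorase | Benchmarks: No-NADH positive control and DMSO neutral control | Signal: Fluorescence of resorufin formed from resazurin, Ex 544/Em 590 nm | Schedule: 16-min room-temperature incubation before reading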
TNAP inh hi DEA = blocks human TNAP under high phosphate acceptor concentration; AID 1135; inhibition, % at 20 µM; purified TNAP, CDP-star luminescence, 1 M DEA; P05186; 0.03% of 200,000 active;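 active = over 50% inhibition of tissue-nonspecific alkaline phosphatase at 20 µM in the single-dose screen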;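 also: plate controls were DMSO wells for no effect and EDTA-quenched wells as full inhibition for full effect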
Efa HMGR inh = inhibitors of class II HMG-CoA reductase from Enterococcus faecalis; 0.41% of 190,000 active; purified E. faecalis HMGR, NADPH absorbance 340 nm kinetic; AID 1066; inhibition, % at 10 µM;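 active = inhibition above a set limit, the median over all tested compounds plus 3 SD, cut at about 9.5% in these data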;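 also: enzyme runs in reverse so mevalonate oxidation gives rising NADPH absorbance; 0% = complete reaction with DMSO and 100% = background rate lacking mevalonate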
G6PDH counter = L. mesenteroides G6PDH inhibition counter-screen; 0.12% of 200,000 active; AID 1020; inhibition, % at 5 µM; Purified L. mesenteroides G6PDH, diaphorase/resazurin coupled fluorescence, 45 min; in the data active = inhibition above about 50%
PMI act satM6P = activators of human phosphomannose isomerase at near-saturating mannose 6-phosphate | P34949 | coupled PMI enzyme assay, resazurin fluorescence, 20 min; active compounds read high; 1 = untreated enzyme, 0 = substrate-free blank | activation factor at 20 µM | 0.34% of 190,000 active | AID 1216;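 active = activation factor of 2 or more at 20 µM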
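Test system – human PMI in coupled enzyme assay · Timing – 20 min incubation at room temperature · Detection – Diaphorase-driven resazurin-to-resorufin fluorescence, excitation 544, emission 590 nm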
PMI activator = phosphomannose isomerase (human) activation. purified human PMI, coupled resazurin fluorescence, 20 min; active compounds read high; 1 = vehicle control, 0 substrate-free wells. 0.005% of 190,000 active. AID 1214. P34949. activation factor at 20 µM;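 active = activation factor of 2 or more at 20 µM, relative to plate controls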
TNAP act hiacc = activators of human TNAP at high phosphate acceptor concentration; P05186; purified TNAP, CDP-star luminescence, 1 M DEA, 30 min; active compounds read high; 0 = EDTA background, 1 = DMSO-only activity; activation factor at 20 µM; 200,000 tested, under 10 active;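 active = activation factor at least 2 at 20 µM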
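Measured by: Luminescent substrate turnover signal | Test system: Human TNAP | Input: TNAP 1/800 final | Dosing: 20 µM single point | Schedule: 30 min, room temperature | Controls: EDTA wells as negative control, DMSO wells as positive control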
FLuc stim CS = firefly luciferase counter-screen for stimulation assays; ATPlite luciferase biochemical, luminescence, 10 min; 0 = ATP-free wells, 1 = DMSO control; P08659; AID 1027; activation factor at 10 µM; 200,000 tested, under 10 active;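 active = luciferase activation factor, scaled between plate controls, of at least 2 with compound at 10 µM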
Target sequence (P08659 whole entry, looked up): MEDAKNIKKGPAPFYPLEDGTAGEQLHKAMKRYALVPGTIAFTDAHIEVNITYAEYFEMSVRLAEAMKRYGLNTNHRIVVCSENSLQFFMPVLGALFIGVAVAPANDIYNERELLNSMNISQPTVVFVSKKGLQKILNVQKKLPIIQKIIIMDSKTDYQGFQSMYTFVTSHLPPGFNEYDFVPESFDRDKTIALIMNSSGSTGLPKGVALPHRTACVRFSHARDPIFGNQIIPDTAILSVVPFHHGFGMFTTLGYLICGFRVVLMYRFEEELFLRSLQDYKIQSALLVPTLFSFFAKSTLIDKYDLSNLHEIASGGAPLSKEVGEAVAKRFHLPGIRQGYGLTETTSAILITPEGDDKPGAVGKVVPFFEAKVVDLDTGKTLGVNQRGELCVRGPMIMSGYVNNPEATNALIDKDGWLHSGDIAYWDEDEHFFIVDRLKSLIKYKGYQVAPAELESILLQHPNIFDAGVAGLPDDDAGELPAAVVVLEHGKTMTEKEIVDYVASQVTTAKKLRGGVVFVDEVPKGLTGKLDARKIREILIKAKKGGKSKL
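Material: luciferase plus luciferin reagent, cell-free. Medium: PBS buffer for ATP. Also added: ATP substrate, dispensed from a 10.24 µM working solution in PBS. Doses: test compounds dosed from 2 mM stocks in 100% DMSO. Incubation: 10 min post-reagent at room temperature. Technique: light output (luminescence). Read-out basis: luminescence gain marking luciferase activators.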
* marks the source's active call; other numbers are inactive results.

SMILES	Diaph act CS	TNAP inh no acc	Diaphorase inh	TNAP inh hi DEA	Efa HMGR inh	G6PDH counter	PMI act satM6P	PMI activator	TNAP act hiacc	FLuc stim CS
COCCNC(=O)CSc1nc2cc(OC)c(OC)cc2c(=O)n1Cc1ccco1	0.8	-7	17	-4	2	12	0.9	0.9	1	1
COc1cc(/C=C(/C#N)c2ccccc2F)ccc1OCc1ccccc1	0.9	-12	12	-2	-3	-17	0.9	0.8	1	1
O=C(NCc1ccc2c(c1)OCO2)NC1CCCCC1	0.9	-15	7	-7	0	5	1.1	1	1.1	1
CCOC(=O)c1cnc(-n2[nH]c(C)cc2=O)[nH]c1=O	0.8	-159	16	-3	-2	8	0.6	0.8	1	1
COc1ccc(-c2nnc(NC(=O)c3ccc(S(=O)(=O)N4COCC4(C)C)cc3)o2)cc1	0.9	-12	12	-4	1	4	1	1	1	1
O=C(c1ccco1)N1CCCC(c2nc(-c3ccc(S(=O)(=O)NCc4ccccc4)cc3)no2)C1 (stereo unspecified)	0.8	-9	17	-3	-2	6	0.9	1	1	1
Cc1nnc(SCc2ccccc2)n1N	1	-12	-3	-5	-8	-7	0.9	0.9	1.1	1
NS(=O)(=O)c1ccc(CCNC(=O)CSc2ccsc2[N+](=O)[O-])cc1	0.9	24	11	0	7	-7	1	1	1	1.1
Cc1nc(SC(C)C)[nH]c(=O)c1Cc1ccccc1	1	8	3	0	-8	5	1	1	1	1.1
COc1ccc(S(=O)(=O)NCCCCC(=O)O)cc1C(=O)O	0.9	-16	12	-4	-10	1	1	1	1	1.1
NC(=O)Cc1ccc(C(=O)c2ccccc2F)s1	1	-7	2	2	2	3	1.1	1.1	1	1
NC(=O)C1CCN(C(=O)CSCc2ccccc2Cl)CC1	0.9	-4	7	6	-8	6	1	1	0.9	1
O=C(Cc1coc2ccc3ccccc3c12)N1CCCC1	1	-5	0	-2	-3	2	1	0.9	1	1
CCc1nnc(NS(=O)(=O)c2ccc(NC(=S)NC(=O)c3ccc(F)cc3)cc2)s1	0.8	24	25	0	-1	21	0.9	0.8	1	1
O=C(O)c1nn(-c2ccc(Cl)cc2)ccc1=O	0.9	-9	11	-2	-4	3	0.9	0.9	1	1
COC(=O)Nc1nc2ccc(C(=O)c3ccc(F)cc3)cc2[nH]1	1	-31	-2	-9	6	5	0.9	0.9	1.1	1
Cc1ccc(-n2c(SCC(=O)Nc3cc(C)on3)nc3c(c2=O)SC(C)C3)cc1 (stereo unspecified)	0.9	-11	11	-2	-8	18	1	0.9	1	1.1
CC(C)NC(=O)CN(C)S(=O)(=O)c1ccc(F)cc1	0.9	-6	13	-6	0	-1	1	1	1.1	1.1
COCc1nc(-c2cc(OC)c(OC)c(OC)c2)no1	0.9	-7	10	0	-3	6	1	1	1	1
Cc1[nH][nH]c(=O)c1N=Nc1ccccc1	0.9	-46	8	7	-1	0	1	1	0.9	1
CC[C@H](C)[C@H](NC(N)=O)C(=O)NCCc1ccc(Cl)cc1	1	-12	2	-5	0	-3	1.1	1.1	1	1
CCN(CC)S(=O)(=O)c1ccc(Cl)c(C(=O)Nc2ccc(Cl)cc2[N+](=O)[O-])c1	0.7	-3	29	-2	-4	0	0.9	0.9	1	1
CN(C)C(=O)C1CCC(=O)N1Cc1cccs1 (stereo unspecified)	1.3	-3	-27	-5	-5	12	1.1	1.1	1.1	1
Cc1cc(C(=O)COc2ccccc2[N+](=O)[O-])c(C)n1C1CC1	0.9	-8	11	0	0	-4	0.9	0.9	1	1

A draw from above in order of length of the SMILES, largest number first.
SMILES	Diaph act CS	TNAP inh no acc	Diaphorase inh	TNAP inh hi DEA	Efa HMGR inh	G6PDH counter	PMI act satM6P	PMI activator	TNAP act hiacc	FLuc stim CS
CCN(CC)S(=O)(=O)c1ccc(Cl)c(C(=O)Nc2ccc(Cl)cc2[N+](=O)[O-])c1	0.7	-3	29	-2	-4	0	0.9	0.9	1	1
COCc1nc(-c2cc(OC)c(OC)c(OC)c2)no1	0.9	-7	10	0	-3	6	1	1	1	1
O=C(Cc1coc2ccc3ccccc3c12)N1CCCC1	1	-5	0	-2	-3	2	1	0.9	1	1
O=C(O)c1nn(-c2ccc(Cl)cc2)ccc1=O	0.9	-9	11	-2	-4	3	0.9	0.9	1	1
Cc1[nH][nH]c(=O)c1N=Nc1ccccc1	0.9	-46	8	7	-1	0	1	1	0.9	1

(list continues)
SMILES	Diaph act CS	TNAP inh no acc	Diaphorase inh	TNAP inh hi DEA	Efa HMGR inh	G6PDH counter	PMI act satM6P	PMI activator	TNAP act hiacc	FLuc stim CS
CC(=O)N(c1ccccc1)c1nc(/C=C/C(=O)Nc2c(C)cc(C)cc2C)cs1	1	-16	2	4	-3	-3	1	1	1	1
Cc1c(C(=O)NCCN2C(=O)S/C(=C\c3cccs3)C2=O)cccc1[N+](=O)[O-]	1.1	-65	-8	4	2	-18	1.1	1	1	1
COC(=O)c1c(NC(=O)CSc2ncnc3[nH]ncc23)sc2c1CCC2	1	-70	-1	-6	-2	-3	1	1.1	1.1	1.1
C=CCCC(=O)Nc1nc(C)c(-c2csc(Nc3ccc(Cl)cc3)n2)s1	0.8	-3	19	2	-2	2	0.8	0.7	1	1.1
N#CCCn1cc(/C=N/NC(N)=S)c(-c2ccc(-c3ccccc3)cc2)n1	0.7	-40	34	-3	-1	-1	0.8	0.8	1	1
Cc1ccsc1C(=O)Nc1ccc(F)c([N+](=O)[O-])c1	0.9	-4	14	-4	-3	-1	1	1	1	1
CSc1ccc(/C=C/C(=O)Nc2ccccc2)cc1	0.9	-8	12	-2	0	-3	0.9	1	1	0.2
Cc1ccc(S(=O)(=O)N(C)c2ccc(OC(=O)c3ccc(=O)[nH]c3)cc2)cc1	1.1	-6	-6	-1	2	2	1	1	1	1
O=C(NC1CCCCC1)C(c1ccc2ncccc2c1)N(Cc1ccccc1)C(=O)c1cccs1 (stereo unspecified)	0.9	-1	12	-6	-3	-25	0.9	0.9	1.1	1
Cc1ccc(N2C(=O)C3C(C2=O)C2C=CC3C23CC3)cc1 (stereo unspecified)	0.9	-14	9	-6	1	-3	1.1	1.1	1.1	0.7
COC(=O)c1nc(-c2ccc(C)cc2)oc1N(C)C	0.7	-7	26	-5	3	9	0.8	0.8	1.1	0.9
CCOC(=O)c1cnn(CCOC(=O)c2ccc(F)cc2)c1NC(=O)c1ccc(F)cc1	1	-36	4	0	-7	6	1	0.9	1	1
COc1ccc(/C=N/c2sc3c(c2C#N)CCN(Cc2ccccc2)C3)c(O)c1	0.8	14	15	16	-5	-21	0.9	0.9	0.8	1
O=C(Nc1ccccc1C(F)(F)F)N1CCN(c2ccc3nncn3n2)CC1	0.9	-13	11	-5	1	21	0.8	0.9	1	1
O=C(O)c1cccc(NC(=O)c2ccc(Cl)c(S(=O)(=O)N3CCCCCC3)c2)c1	0.9	-9	6	-2	-4	-5	1.1	1.2	1	0.3
CCC(OC(=O)c1ccco1)C(=O)NCc1ccco1 (stereo unspecified)	0.8	-7	16	-3	-4	6	0.9	1	1	1
CC(C)(C)OC(=O)NNC(=O)NC12CC3CC(CC(C3)C1)C2	1.1	-5	-14	-2	-6	4	1.1	1	1	1
CCC(C)(C(=O)NC1CCCC1)N(C(=O)c1ccccn1)c1ccc(C)cc1 (stereo unspecified)	0.9	-11	11	-5	-4	5	0.9	0.9	1.1	1.1
CCN(CC(=O)Nc1ccc2c(c1)OCO2)Cc1nc2ccccc2c(=O)[nH]1	0.9	-165	14	-7	-1	7	1	1	1.1	1
COC(=O)c1cc(Br)c(=O)n(CC(C)C)c1	0.9	-10	14	-3	-1	3	1	0.9	1	1
Cc1cccc(Nc2nn3c(=O)c4ccccc4nc3s2)c1	0.8	-8	21	-5	-3	-2	1	1	1.1	0.8
Cc1ccc(NC(=O)OCCNC(=O)c2ccncc2)cc1	1	5	0	-3	0	8	1.1	1.2	1	1
CCOc1ccc(/C=C2/SC(=S)N(n3c(C)ccc3C)C2=O)cc1	0.9	-2	10	0	-1	-4	1	1	1	0.8
Cc1ccc(Nc2nc(-c3cccs3)cs2)nc1	0.8	-7	17	1	3	1	0.7	0.8	1	0.2
O=C(Cn1cnc2c(nnn2-c2ccc(F)cc2)c1=O)NCC1CCCO1 (stereo unspecified)	0.9	-9	11	-1	-2	6	0.9	0.9	1	1
O=C1/C(=C/c2cccnc2)SC(=S)N1c1ccc(F)cc1	0.9	14	6	-4	-3	3	1	1	1	1
Cc1cc(NC(=O)c2cc3n(n2)C(C(F)(F)F)CC(c2ccc(Cl)c(Cl)c2)N3)no1 (stereo unspecified)	0.9	-5	12	1	-1	-3	0.9	0.9	1	1
CC(=O)Nc1cc(NC(=O)CCCC(=O)O)ccc1Cl	1	-13	1	-1	-6	7	1.1	1.1	1	1
COCC(=O)Nc1sc2c(c1C(=O)OC)C(C(=O)OC)CC2 (stereo unspecified)	1	-9	5	-4	0	9	1.1	1.1	1	1.1
O=S(=O)(NCc1ccccc1)c1cccc2nonc12	1	-14	3	-8	-1	0	1	0.9	1.1	1.1
COc1ccccc1CN1C[C@@H]2C[C@@H](C3=Cc4cc(Cl)ccc4OC3)N3CCC[C@@]23C1=O	0.7	-10	35	-8	5	17	0.8	0.8	1.1	1
COC(=O)C1CCN(C(=O)Nc2ccc(OC)cc2)CC1	1	-3	4	-6	0	3	1.1	1.1	1.1	1.1
COc1ccc(S(=O)(=O)N(C)C)cc1NCC(=O)Nc1ccc(Br)cc1F	1	-14	0	-8	0	8	1.1	1	1.1	1.1
COc1ccc(C(=O)/C=C/Nc2ccc(S(=O)(=O)Nc3ncccn3)cc2)cc1	1	-3	-2	-6	-10	11	1	1	1.1	1
CCc1nnc(NS(=O)(=O)c2ccc(N/C=C\C(=O)c3ccc(C)cc3)cc2)s1	0.9	-1	12	1	-2	1	1.1	1	1	1
O=C(CO/N=C/c1ccccc1OC(F)F)NC1CCCCC1	0.9	-2	12	-3	-9	5	1	0.9	1	1.1
Cc1c(NC(=O)c2cc(-n3cnnc3)ccc2Cl)cccc1-c1nc2ccccc2o1	0.9	4	14	1	-4	0	0.6	1.1	1	0.8

Screening results as filed in PubChem BioAssay.

Not a hit list. About 1.7% of those tested had a hit in this group.
